Source: PubChem (several laboratories)
PGE2 EP2 inh: blocks the human prostaglandin E2 receptor EP2; AID 1422; inhibition, % at 25 µM; 0.52% of 260,000 active; P43116; C6 glioma cells expressing human EP2, cAMP TR-FRET; cells stimulated with saturating PGE2;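 active means percent inhibition above 40 after rounding to a whole number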;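 further: rat C6 glioma host cells with rolipram phosphodiesterase inhibitor present; the protocol text gives 20 µM as final concentration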
Target sequence (P43116 whole entry, looked up): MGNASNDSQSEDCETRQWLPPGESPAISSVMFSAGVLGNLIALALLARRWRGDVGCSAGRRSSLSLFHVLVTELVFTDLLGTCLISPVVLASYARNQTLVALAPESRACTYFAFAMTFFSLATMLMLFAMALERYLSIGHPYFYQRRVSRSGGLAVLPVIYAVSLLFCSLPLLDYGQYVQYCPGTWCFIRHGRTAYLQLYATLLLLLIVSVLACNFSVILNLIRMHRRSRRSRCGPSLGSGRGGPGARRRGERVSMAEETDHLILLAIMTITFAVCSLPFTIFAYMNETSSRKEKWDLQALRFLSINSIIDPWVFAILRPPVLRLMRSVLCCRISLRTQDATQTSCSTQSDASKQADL
Runt-SMMHC FRET: blocks binding of human RUNX1 Runt domain to CBFb-SMMHC; Q01196+Q13951; Cerulean-Runt/Venus-CBFb-SMMHC FRET ratio 530/480, 1 h; inhibition, % at 20 µM; 0.74% of 220,000 active; AID 1434;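 active means mean inhibition across duplicate retests at 20 µM reaching about 50%, limit read from the data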;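 further: 0% = DMSO wells and 100% = wells with excess untagged CBFb-SMMHC; inhibitors lower the FRET ratio by blocking Runt binding to CBFb-SMMHC; some results filed as inactive read as strong as hits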
TNF necrop inh: TNF-alpha cell death inhibition in Jurkat FADD-/- cells; Jurkat FADD-/- TNF necroptosis rescue, ATP luminescence, 24 h; 0 = TNF only, 100 = no-TNF cells; activation (protection from cell death), % at 10 µM; 0.068% of 220,000 active;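 active means activation, meaning protection from cell death, of at least 50% relative to plate controls; inactive means activation below 50%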;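 further: necroptosis triggered by 40 ng/mL TNF-alpha added together with compound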
EP2 modulator: modulates human prostaglandin E2 receptor EP2 signaling. EP2-expressing cells, cAMP HTRF FRET, PGE2 co-stimulation. induction, % at 25 µM. 0.83% of 260,000 active;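 active means compounds whose cAMP rise, as percent of the full-agonist control response, exceeds 60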;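 further: rat C6 glioma line stably carrying human EP2 under a CMV promoter; the protocol text gives 20 µM as final concentration; 100% = response of wells given 1 µM PGE2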
zVAD death inh: blocks zVAD induced death of L929 cells. L929 zVAD necroptosis rescue, ATP luminescence, 24 h; with zVAD 60 µM. viability rescue, % at 10 µM. 0.38% of 220,000 active;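 active means activation, scaled between plate controls, above about 75%, limit read from the data; inactive means activation under that limit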;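 further: 0% = zVAD with DMSO and 100% = DMSO alone without zVAD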
PERK inh: blocks human PERK kinase | AID 1416 | inhibition, % at 5.6 µM | 0.17% of 220,000 active | CHO PERK-DD fusion, SEAP luminescence translation reporter | Q9NZJ5;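 active means inhibition above the mean inhibition of all tested compounds plus 3 SD, set separately per screening campaign, cut at about 2.9% in these data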;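 further: PERK kinase domain activated by AP20187 dimerizer at 100 nM; 0% = DMSO with dimerizer and 100% = rapamycin at 8.4 µM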
Runt-CBFb FRET: inhibitors of human RUNX1 Runt domain binding to CBFb. 0.46% of 220,000 active. AID 1496. inhibition, % at 20 µM. Cerulean-Runt/Venus-CBFb FRET ratio 530/480, 1 h. Q01196+Q13951;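 active means inhibition over about 50% at 20 µM in the single-dose screen, limit read from the data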;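 further: 0% = DMSO wells and 100% = excess unlabeled CBFb competitor control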
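test system = Cerulean-Runt domain fusion protein, energy donor | probe or stimulus = Venus-CBFb binding partner, 100 nM | incubation = two 1 h room-temperature incubations shielded from light | detection = fluorescence energy transfer, 422 nm excitation, 530/480 nm emission | measure = loss of energy transfer signal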
RBBP9 inh: blocks human serine hydrolase RBBP9; O75884; 0.2% of 220,000 active; recombinant RBBP9, FP-Rh probe fluorescence polarization; inhibition, % at 7.94 µM;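 active means inhibition above the campaign mean of all tested compounds plus 3 SD, cut at about 14% in these data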;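 further: plate controls were DMSO wells with RBBP9 for no effect and wells lacking RBBP9 protein for full effect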
Target sequence (O75884 whole entry, looked up): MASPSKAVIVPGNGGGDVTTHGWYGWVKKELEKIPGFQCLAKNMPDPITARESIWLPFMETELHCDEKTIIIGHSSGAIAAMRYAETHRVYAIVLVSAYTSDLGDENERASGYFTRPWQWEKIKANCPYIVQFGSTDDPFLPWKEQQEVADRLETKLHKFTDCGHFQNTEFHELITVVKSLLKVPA
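Material: RBBP9 protein. Amount: RBBP9 at 2.5 µM in dispensed solution, before mixing. Schedule: 30 min then 45 min, 25 °C. Medium: Tris buffer pH 8.0, NaCl, Pluronic. Measured by: fluorescence polarization. Measure: percent inhibition from mP, scaled between DMSO and no-protein wells. Replication: one well per compound.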
Hck Nef HTS: blocks Nef-activated human Hck kinase; P08631; Recombinant Hck-YEEI plus Nef, Z-Lyte FRET kinase assay; inhibition, % at 20 µM; 0.68% of 220,000 active; AID 463187;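 active means Hck-Nef kinase inhibition above about 50%, limit read from the data; inactive means inhibition below that limit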;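 further: 0% = DMSO with Hck plus Nef and 100% = Hck alone without Nef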
Target sequence (P08631 whole entry, looked up): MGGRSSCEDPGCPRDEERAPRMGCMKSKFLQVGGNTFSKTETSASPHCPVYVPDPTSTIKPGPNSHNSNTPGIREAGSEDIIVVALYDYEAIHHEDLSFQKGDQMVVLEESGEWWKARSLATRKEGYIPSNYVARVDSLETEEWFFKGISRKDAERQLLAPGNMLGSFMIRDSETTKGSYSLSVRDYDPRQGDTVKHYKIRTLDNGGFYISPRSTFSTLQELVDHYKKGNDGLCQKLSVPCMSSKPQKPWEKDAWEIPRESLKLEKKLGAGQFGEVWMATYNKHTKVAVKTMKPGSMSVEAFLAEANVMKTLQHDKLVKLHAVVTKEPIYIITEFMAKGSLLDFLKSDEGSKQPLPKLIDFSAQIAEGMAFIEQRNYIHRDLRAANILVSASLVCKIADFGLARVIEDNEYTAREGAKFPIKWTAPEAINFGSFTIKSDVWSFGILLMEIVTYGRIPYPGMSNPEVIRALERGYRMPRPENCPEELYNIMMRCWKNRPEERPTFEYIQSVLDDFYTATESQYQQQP
Starred values were filed as active, the others as inactive; . = no result given; & = joins results of further samples. A portion of the library (hit frequency here may not be typical).

SMILES	PGE2 EP2 inh	Runt-SMMHC FRET	TNF necrop inh	EP2 modulator	zVAD death inh	PERK inh	Runt-CBFb FRET	RBBP9 inh	Hck Nef HTS
NC(=O)[C@H]1CC2(CC(c3cccc(NC(=O)CC(c4ccccc4)c4ccccc4)c3)=NO2)CN1C(=O)C(c1ccccc1)c1ccccc1 (stereo partly drawn)	7	-3	-6.7	1	-0.5	.	-1	.	28
CCOC(=O)COc1cc(-n2c(=S)[nH]c3cc(OC)c(OC)cc3c2=O)c(Cl)cc1Cl	6	0	-0.6	16	1.8	1.2	-1	-10	20
O=C(NCCCN1CCOCC1)c1ccc(Sc2cccc(Cl)c2)c([N+](=O)[O-])c1	8	3	2.5	-33	2.8	-0.3	-1	2	1
CCCc1c(O)nc(SCC(=O)O)[nH]c1=O	7	-5	0.0	29	18	0.9	0	2	21
CC1(C)C([N+](=O)[O-])C(c2ccc(Cl)cc2)NC(c2ccc(Cl)cc2)C1[N+](=O)[O-] (stereo not drawn)	5	6	0.6	-4	0.0	1.3	1	-6	2
Cc1cccc(CN2CCC(C(N)=O)CC2)c1	26	0	0.9	9	1.0	0.1	2	3	1
CCN(CCNC(=O)C1CCCN(S(=O)(=O)c2cnc[nH]2)C1)c1ccccc1 (stereo not drawn)	15	4	1.8	11	1.7	0.5	3	-9	1
CN(C(=O)c1cccc(C#N)c1)c1nnc(-c2ccccn2)s1	12&12	1	-0.1	-23&-19	1.1	-0.1	2	-7	0
COc1ccc(C(=O)NCC2CCCO2)cc1OC (stereo not drawn)	8	2	1.8	5	0.5	1.2	0	-9	17
COc1ccc(CCn2c(NN=C3CCCC3)nc3c2c(=O)[nH]c(=O)n3C)cc1	8	-5	4.9	19	0.5	1.1	-1	5	11
CCCN(CCC)CCCNC(=S)Nc1ccc2nc(N3CCCC3)cc(C)c2c1	8	-2	-3.7	-44	1.0	0.1	0	5	-15
CCOC(=O)c1cccc(NC(=O)CS(=O)(=O)Cc2nc(-c3cccc(OC)c3)oc2C)c1	4	1	-0.9	-5	-0.4	0.0	-3	-9	-2
NC(=O)c1c(NC(NC(=O)c2ccco2)(C(F)(F)F)C(F)(F)F)sc2c1CCCC2	7	1	-1.7	7	0.1	1.1	10	-2	0
Cc1cccc(NC(=O)C2CCCN(S(=O)(=O)c3ccc4c(c3)oc(=O)n4C)C2)c1 (stereo not drawn)	6	0	1.2	-16	-0.4	0.4	0	-7	20
Cc1nnc(NC(=O)CSc2ccc3nnc(-c4ccccn4)n3n2)s1	4	0	-0.2	-2	-1.8	-0.3	2	-15	10

Shown in markdown: two of the compounds above
| mol | PGE2 EP2 inh | Runt-SMMHC FRET | TNF necrop inh | EP2 modulator | zVAD death inh | PERK inh | Runt-CBFb FRET | RBBP9 inh | Hck Nef HTS |
| --- | --- | --- | --- | --- | --- | --- | --- | --- | --- |
| O=C(NCCCN1CCOCC1)c1ccc(Sc2cccc(Cl)c2)c([N+](=O)[O-])c1 | 8 | 3 | 2.5 | -33 | 2.8 | -0.3 | -1 | 2 | 1 |
| Cc1cccc(CN2CCC(C(N)=O)CC2)c1 | 26 | 0 | 0.9 | 9 | 1.0 | 0.1 | 2 | 3 | 1 |

More compounds
SMILES	PGE2 EP2 inh	Runt-SMMHC FRET	TNF necrop inh	EP2 modulator	zVAD death inh	PERK inh	Runt-CBFb FRET	RBBP9 inh	Hck Nef HTS
COc1cc(CC(=O)O)ccc1O	9&11	-1	1.6	17&0	-0.5	.	-1	.	29
O=C(Nc1ccccc1Cl)O/N=C(/c1ccccc1)c1ccccn1	8	3	-2.2	-5	0.0	1.3	2	7	3
Cc1ccc(C(=O)OCC(=O)c2c(N)n(C)c(=O)n(C)c2=O)cc1S(=O)(=O)N1CCCCC1	9	5	-0.7	-10	1.9	-0.9	-3	1	0
COCCNC(=S)N/N=C(\C)CCc1ccc2c(c1)OCO2	7	-3	-0.5	-14	-0.4	1.5	0	-5	7
Cc1ccc(-c2nn3c(-c4ccco4)nnc3c3ccccc23)cc1S(=O)(=O)NCC1CCCO1 (stereo not drawn)	5	-4	-3.6	-6	-0.1	0.5	2	-7	-1
CCCCNC(=O)CCn1c(=O)c2ccccc2n(Cc2ccc(Cl)cc2)c1=O	5	4	2.1	6	0.4	1.2	1	-2	8
O=C(CSc1ncc(-c2ccccc2)[nH]1)Nc1ccccc1F	0	-5	1.9	-56	1.9	-0.7	0	-11	18
CCNc1ccc(C(=O)OCC)cc1NC(=O)c1cc(S(=O)(=O)N2CCOCC2)ccc1C	12	0	-1.3	-2	-0.1	-2.9	-2	2	1
O=C(COc1ccc(S(=O)(=O)NCc2ccccc2)cc1)N1CCOCC1	10	0	-1.1	25	-0.4	0.7	-1	-9	-6
Cc1ccc(O)c(C(=O)c2cnc3c(c2)c(C)nn3-c2ccccc2)c1	7	3	1.7	21	1.2	-0.3	0	-1	0
COc1ccc2c(c1)c(C(=O)N/N=C/c1cccc(Br)c1)c(C)n2C	5	-2	1.1	-36	0.4	-3.2	0	0	20
COC(=O)c1sc(NC(=O)c2ccoc2C)nc1C	4	7	-2.9	18	-0.6	0.9	3	-1	15
COc1ccccc1CN1CCCCC1C(=O)O (stereo not drawn)	6	1	0.8	14	1.4	2.4	2	2	-51
CCCSc1ncccc1C(=O)O	14	-2	4.0	6	1.2	0.2	4	1	-12
Cc1cccnc1NC(=O)c1cc2c(=O)oc3ccccc3c2s1	8	-3	1.7	16	0.5	0.5	4	1	4
Cc1ccc(-n2c(-c3ccccc3)cc(=O)nc2C)cc1	3	-2	-0.8	12	0.3	0.9	-3	-3	-4
C=C(C)C(=O)Nc1cccc(C2=NOC3(C2)C[C@H](C(N)=O)N(C(=O)c2ccccc2)C3)c1 (stereo partly drawn)	18	2	0.9	18	-0.9	.	3	.	29
O=C1N/C(=N\c2ccccn2)SC1Cc1ccc(Cl)cc1 (stereo not drawn)	10	.	1.5	-3	11	-0.2	.	-6	20
CCCCNC(=O)Nc1ncn[nH]1	9	4	-0.4	11	0.1	1.1	1	-3	7
O=C(CNc1ccccc1C(=O)O)c1ccccc1	7	-5	0.3	1	-0.3	2.1	2	0	22
CCCc1ncc(C(O)c2ccc(OC)cc2)n1C (stereo not drawn)	7	0	-0.1	-10	0.5	0.8	-1	-2	6
COc1ccc(CN(C(=O)c2nsc(Cl)c2Cl)C(C(=O)NC2CCCCC2)c2ccc(OC)cc2)cc1 (stereo not drawn)	6	3	-2.9	40	-0.3	-0.3	-2	-13	3
Cc1ccc(CC(=O)Nc2nc3ccccc3[nH]2)cc1C	15	-7	0.1	-16	0.4	0.1	-1	1	1
CCOc1cc(C(c2c(C)[nH][nH]c2=O)c2c(C)[nH][nH]c2=O)ccc1OC(=O)c1cccc([N+](=O)[O-])c1	5	-6	-1.3	36	0.4	1.5	-1	7	4
CCOC(=O)C(=O)Nc1ccc2c(c1)OCO2	8	0	0.0	0	0.3	1.2	0	4	-1
COc1ccccc1N(CC(=O)N(c1ccccc1)C(C)C)S(=O)(=O)c1cccs1	4	2	0.3	49	-0.9	-0.6	-2	5	28
COc1ccc(CNC(=O)CCCNS(=O)(=O)c2cccc3nonc23)cc1	11	0	3.0	2	4.3	0.3	-1	-7	-1
CCN(CC)S(=O)(=O)c1ccc(N/N=C/c2cc(OC)c(OC)cc2OC)nc1	5	7	3.7	-17	1.1	-0.3	0	2	10
COc1ccc(-c2cc(C(=O)c3c(N)n(C)c(=O)n(C)c3=O)c3ccccc3n2)cc1OC	4	3	1.7	-3	1.8	-0.7	2	-16	-2
COc1cc(C2C(C#N)=C(N)Oc3n[nH]c(-c4cccs4)c32)cc(OC)c1O (stereo not drawn)	6	-17	-2.1	11	0.0	1.4	1	1	10
CC(=O)N(NC(=O)c1ccccc1Cl)C1CC(=O)N(c2ccc(C)cc2)C1=O (stereo not drawn)	10	-2	-1.4	6	0.3	-0.1	2	4	1
CC(C)(C)C(=O)/C=c1\[nH]c(=O)/c(=C\c2ccc(C#N)cc2)s1	13	-28	-2.4	12	2.2	-0.3	-19	-4	4
COC(=O)c1sc(NC(=O)COc2cccc3ccccc23)nc1C	4	-4	-0.3	-8	0.2	0.6	-3	0	-1
Cc1ccsc1C(=O)OCC(=O)c1cc(C)n(CC2CCCO2)c1C (stereo not drawn)	3	-2	-7.3	9	0.2	-0.9	-2	-10	0
O=C1C(Cc2c[nH]c3ccccc23)NC(=S)N1C1CCCCC1 (stereo not drawn)	8	-5	2.2	-47	-1.2	1.6	2	-3	28
COc1cc(/C=C2\SC(=Nc3ccccc3)N(CCc3c[nH]c4ccccc34)C2=O)ccc1OC(C)C(=O)O (stereo not drawn)	8	-2	1.7	-13	2.0	0.2	7	-8	4
Fc1ccccc1NC(=S)N(CCCN1CCOCC1)Cc1cccnc1	2	-1	1.1	-4	0.9	0.2	1	-1	-3
O=C(O)CC(c1ccccc1)n1cccc1 (stereo not drawn)	.	0	0.1	26	1.4	1.2	2	-13	1
CN(C(=O)COc1cccc(Br)c1)C1CCS(=O)(=O)C1 (stereo not drawn)	-2	-2	2.1	-2	-0.1	0.9	1	2	1
COc1cc2cc(C(=O)O)[nH]c2c(OC)c1OC	27	0	-0.1	7	0.0	1.4	1	-2	-2
COc1ccc(/C(O)=C(\C#N)c2nc3ccccc3n2C)cc1OC	9	5	-1.2	12	0.0	-1.0	0	-6	3
CC1(c2ccccc2)NC(=O)N(CC(=O)Nc2cc(S(=O)(=O)N3CCOCC3)ccc2Cl)C1=O (stereo not drawn)	3	4	-1.9	-25	-0.7	0.5	0	1	25
O=C(c1ccc(OCC2CCCO2)cc1)N1CCc2ccccc2C1 (stereo not drawn)	8	0	0.5	-32	1.7	0.5	-2	-7	18
CCOC(=O)COc1ccc(S(=O)(=O)Nc2ccc3c(c2)OCO3)cc1	7	5	0.0	-5	0.6	1.4	5	-3	1
Cc1nc(SCc2ccccc2C)n[nH]1	2	0	-2.2	20	-0.3	-0.3	6	-5	2
CCCCN1CC(O)=C(c2nc(-c3ccc(Cl)cc3)cs2)C1=N	2	-1	0.0	-23	0.5	0.8	0	9	1
Cc1ccc(S(=O)(=O)N(CC(=O)N2CCOCC2)CC(=O)N2CCOCC2)cc1	9	4	-1.0	18	0.1	1.7	0	0	5
COC(=O)c1c(C)[nH]c(C(=O)/C=C/c2ccc(Cl)cc2)c1C	6	2	4.2	-19	1.8	0.7	0	-12	2
COc1ccc(OC)c(NS(=O)(=O)c2ccc(NC(C)=O)cc2)c1	9	2	-1.3	-3	0.3	0.6	2	1	-1
CCCCN(C(=O)Cn1nnc2ccccc21)C(C(=O)NCCOC)c1cccs1 (stereo not drawn)	5	-6	-1.3	32	-0.8	0.7	-4	10	6
CC(C)C(=O)Nc1cccc(NC(=S)NC(=O)c2ccc(Cl)cc2)c1	6	4	-11	1	0.5	-0.3	1	14	0
CCC(C)NCCC(=O)Nc1ccc(Cl)c(S(=O)(=O)Nc2ccc(Cl)cc2)c1 (stereo not drawn)	5	1	7.2	-48	1.8	-0.6	0	-5	7
